# RAM network inh: inhibitors of the yeast RAM network, primary screen, dse1pr::URA3 reporter, 5-FOA selection; S. cerevisiae dse1pr::URA3 reporter, 5-FOA growth OD615, 2 d; analog-sensitive cbk1-as2 kinase mutant strain; 190,000 tested, 1.8% active; inhibition, % at 50 µM; AID 868, 2007;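 active means inhibition above a set limit, 3 SD over mean compound inhibition, cut at about 8.4% in these data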;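 further: 0% = DMSO-only wells with no growth and 100% = 10 µM 1-NA-PP1 full growth; inhibition rescues growth on 5-FOA so higher OD means more RAM inhibition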
# FLuc inhib CS: firefly luciferase enzyme inhibitors, primary screen, artefact control for luciferase-based inhibitor screens, biochemical, luminescence, ATPLite. 10 min. inhibition, % at 10 µM. AID 1006, 2008. 200,000 tested, 1.5% active. Luciferin 4-monooxygenase (Photinus pyralis), P08659;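 active means inhibition above about 50% when tested at 10 µM, limit read from the data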
# Target sequence (P08659 whole entry, looked up): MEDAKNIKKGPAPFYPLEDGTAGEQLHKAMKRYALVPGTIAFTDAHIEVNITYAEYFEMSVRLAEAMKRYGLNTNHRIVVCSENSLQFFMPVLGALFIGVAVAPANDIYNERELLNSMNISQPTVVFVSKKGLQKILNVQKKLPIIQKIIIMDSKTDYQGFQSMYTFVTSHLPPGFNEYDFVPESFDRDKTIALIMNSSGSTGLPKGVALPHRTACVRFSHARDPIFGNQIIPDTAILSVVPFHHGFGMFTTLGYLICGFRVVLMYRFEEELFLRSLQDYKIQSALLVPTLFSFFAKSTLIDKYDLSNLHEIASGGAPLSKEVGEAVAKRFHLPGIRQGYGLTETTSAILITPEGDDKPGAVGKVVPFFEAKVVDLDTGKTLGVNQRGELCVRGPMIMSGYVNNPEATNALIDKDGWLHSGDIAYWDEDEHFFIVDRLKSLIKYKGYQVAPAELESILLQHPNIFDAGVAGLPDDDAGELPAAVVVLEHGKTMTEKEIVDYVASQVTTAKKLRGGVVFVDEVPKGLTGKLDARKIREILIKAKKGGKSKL
# STAT3 inh: IL-6 driven STAT3 reporter inhibitors, primary screen, U3A cells, luciferase, luminescence, MLSCN library | 190,000 tested, 0.89% active | IL-6 STAT3-luciferase reporter; host cell line lacks STAT1 | inhibition, % at 5.5 µM | AID 862, 2007;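 active means inhibition above the mean inhibition across all screened compounds plus 3 SD, cut at about 44% in these data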;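 further: 0% = DMSO only wells and 100% = 100 µM nifuroxazide control wells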
# STAT1 inh: STAT1 signaling inhibitors, primary screen, cell-based, HTS, luciferase reporter; NIH 3T3 STAT1-luciferase reporter, IFN-gamma, luminescence; 200,000 tested, 0.35% active; inhibition, % at 5.5 µM;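 active means inhibition above a set limit, the mean inhibition across all tested compounds plus 3 SD, cut at about 34% in these data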;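 further: 0% = IFN-gamma with DMSO and 100% = IFN-gamma with 300 µM nifuroxazide; values of inactives mirror those of a sister screen read the other way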
# Hsp70 act: Hsp70 transcriptional activators, primary screen, cell-based, HeLa, Hsp70 promoter luciferase, luminescence, 10 µM; HeLa Hsp70 promoter luciferase reporter; scaled: vehicle 0, proteasome-inhibitor control 100%; activation, % at 10 µM; 200,000 tested, 0.04% active;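 active means activation above the mean across all tested compounds plus 3 SD, cutoff set per campaign, cut at about 5.5% in these data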;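 further: 100% = MG132 at 30 µM as the positive control and 0% = DMSO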
# NF-kB expr up: activators of NF-kB expression in neurons, primary screen, cell-based, HTS. AID 1239, 2008. human neuronal cells, NF-kB reporter expression; hits give high values. 190,000 tested, 1.6% active. fold change at 12.5 µM; in the data active means fold change above about 3.3
# STAT1 act: STAT1 signaling activators, primary screen, cell-based, HTS, luciferase reporter; NIH 3T3 STAT1-luciferase reporter, IFN-gamma, luminescence; 100% = IFN-gamma alone, no compound; activation (% of control), % at 5.5 µM; 200,000 tested, 2.6% active; AID 932, 2007;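 active means activation above the screen-wide mean activation plus 3 SD, cut at about 130% in these data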;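 further: raw ratio to IFN-gamma control signal so 100% means no change and 0% no light; values of inactives mirror those of a sister screen read the other way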
# STAT3 act: IL-6 driven STAT3 reporter potentiators, primary screen, U3A cells, luciferase, luminescence, MLSCN library; IL-6 STAT3-luciferase reporter; 100% = signal with IL-6 EC80 alone; AID 871, 2007; 190,000 tested, 0.91% active; activation (% of control), % at 5.6 µM;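 active means activation above the screen-wide mean of compound activation plus 3 SD, cut at about 130% in these data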;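 further: 0% = background luminescence of wells with medium and substrate only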
#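 Material: STAT3-luciferase reporter U3A cells. Controls: IL-6-treated wells, 100% activation. Read-out: % activation versus median of IL-6-stimulated wells. Probe or stimulus: IL-6 stimulus at 33 ng/mL final. Timing: compound 1 h, then IL-6 6 h at 37 °C. Signal: reporter luminescence signal.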
# APP 5UTR inh: inhibitors of APP translation via 5'UTR reporter, primary screen, APP 5'UTR luciferase, SH-SY5Y cells; SH-SY5Y APP 5'UTR-luciferase reporter, luminescence; inhibition, % at 2 µM; 190,000 tested, 0.82% active; AID 1285, 2008;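 active means inhibition above a set limit, derived from the sample mean plus 3 SD, cut at about 45% in these data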; further: values of inactives mirror those of a sister screen read the other way
# APP 5'UTR act: activators of APP 5'UTR luciferase reporter, primary screen, SH-SY5Y cells; SH-SY5Y APP 5'UTR luciferase reporter, luminescence; zero percent = DMSO vehicle wells; activation, % at 2 µM; 190,000 tested, 1% active;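 active means activation above a set limit, based on mean plus 3 SD of controls, cut at about 140% in these data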; further: values of inactives mirror those of a sister screen read the other way
# Active calls of the source: *; . = not tested or not shown.
Molecule,RAM network inh,FLuc inhib CS,STAT3 inh,STAT1 inh,Hsp70 act,NF-kB expr up,STAT1 act,STAT3 act,APP 5UTR inh,APP 5'UTR act
Cc1ccc(Cl)cc1NC(=S)N(Cc1cccnc1)Cc1ccccc1Cl,0.0,2,5,6,-0.2,0.8,94,99,7,-7
C=CCSc1nnc(C)c(/C=C/Nc2ccc(Cl)cc2)n1,1.3,-4,0,-7,-0.2,1.3,103,104,-3,3
O=C1CCCC2=C1C(c1cccs1)n1nc(SCc3ccccc3F)nc1N2 (stereo unspecified),4.3,-2,8,6,0.0,0.34,95,97,-1,1
CC1(C(=O)NCc2ccc(Cl)c(Cl)c2)Oc2cccnc2NC1=O (stereo unspecified),1.0,-3,-2,4,-0.3,1.1,96,103,-2,2
COc1cccc(C2=NOC(C(=O)NCC3CCCO3)C2)c1 (stereo unspecified),0.4,-7,-5,-1,0.4,1.1,101,109,-12,12
O=C(O)c1ccc(OCc2occc2C(=O)O)cc1,-1.0,-10,6,3,-0.1,1.1,97,97,-37,37
C=CCc1c(NCCO)nc(C)[nH]c1=O,0.9,4,-2,-5,-0.2,0.96,103,104,9,-9
Cc1cc(C)c(N(C(=O)CN2C(=O)c3ccccc3S2(=O)=O)C(C(=O)NCC2CCCO2)c2ccc(F)cc2)c(C)c1 (stereo unspecified),1.7,-5,-11,-5,0.2,0.79,104,108,1,-1
Cc1ccc(-c2nc3ccccc3[nH]2)s1,2.6,61*,27,-25,-0.3,5.5*,123,82,-114,114
Cc1ccc(NC(=O)COC(=O)c2ccn(C)n2)cc1,-0.9,1,7,3,-0.6,1.4,97,93,9,-9
Cc1cccc(-n2c(-c3csc(C(C)C)c3)n[nH]c2=S)c1,2.2,-6,-1,-3,-0.1,1,103,101,-5,5
Clc1ccccc1OCc1nc(-c2ccncc2)no1,-1.1,7,1,-67,-0.2,4.1*,162*,102,-194,194*
O=C(Nc1ccc2c(c1)OCO2)C1CCCN1C(=O)Nc1cccc(F)c1 (stereo unspecified),1.9,0,15,4,-0.4,1.1,96,92,15,5
O=C(NNC(=O)c1ccccc1Br)c1ccc(SCC2CCCO2)c([N+](=O)[O-])c1 (stereo unspecified),4.3,-3,-3,-7,-0.4,0.99,107,105,4,-4
O=C(NN1CCOCC1)c1ccc(S(=O)(=O)N2CCCCC2)cc1,0.8,-1,1,-6,0.0,1.2,105,100,-16,16
COc1ccc(/C=N/c2c(-c3ccc(OC)cc3)nc3n2CCS3)cc1,0.8,59*,14,3,-0.2,1.4,94,91,16,-16
CCOC(=O)c1sc(NC(=O)/C=C/c2cnn(C)c2C)c(C(=O)OCC)c1C,0.6,-5,9,2,-0.4,0.96,98,96,-1,1
CCCNC(=O)c1cc(-c2ccc(OC)cc2)on1,3.1,43,9,-44,-0.1,6.8*,152*,93,-123,123
COc1ccc(NC(=O)CN(C)S(=O)(=O)c2ccc3c(c2)OCCO3)c2ncccc12,1.6,-6,-4,-10,0.0,0.69,109,106,-13,13
N#Cc1sc(NCc2ccccc2)nc1Cl,-0.4,-4,8,0,-0.2,1.3,100,95,22,-22
CC1CCN(CCCn2c(=S)[nH]c3ccccc3c2=O)CC1,0.6,-4,14,-4,-0.1,1.1,104,93,6,-5
O=C(NC1CCCC1)C(c1ccncc1)N(Cc1cccs1)C(=O)c1csnn1 (stereo unspecified),1.6,-5,2,4,-0.4,0.9,97,105,27,-27
CCOC(=O)N1CCN(C(=O)c2cc(Cl)c(Cl)cc2C(=O)O)CC1,1.2,-5,11,0,0.1,1.1,100,94,6,-6
CCOC(=O)c1ccc(NC(=O)CSc2ncccn2)cc1,0.9,-2,7,1,-0.2,1.4,99,98,-6,6
Cc1cccc2c1N(C(=O)c1ccco1)C(C)(C)c1ssc(=S)c1-2,1.8,-8,10,3,0.1,0.96,98,93,-14,14
O=C(Cc1ccccc1)Nc1cccc(NC(=O)c2cccs2)c1,0.3,-2,9,7,-0.5,0.94,94,97,-12,11
CC(CC(=O)O)CC(=O)Nc1cccc([N+](=O)[O-])c1 (stereo unspecified),-0.1,-6,9,-5,0.0,1.3,102,96,-5,5
c1ccc(NC2=Nc3ccccc3CS2)cc1,2.5,10,2,-41,-0.3,3.6*,138*,104,-113,113
O=C(Nc1ccc(S(=O)(=O)Nc2ncccn2)cc1)c1cncc(Br)c1,4.6,-6,-2,2,-0.3,1.1,99,98,-20,20
COc1ccc(CC(=O)NNC(=O)c2ccncc2)cc1,1.2,-4,3,0,-0.3,1,98,99,-11,11
CC1=Nc2ccccc2N=C(N)C1c1ccccc1 (stereo unspecified),-0.1,-3,-6,-55,0.0,1,146*,109,-192,192*
COc1ccc(N(Cc2ccco2)C(=O)c2ccccc2F)cc1OC,1.6,-3,11,6,0.0,0.91,94,92,6,-6
O=S1(=O)N=C(SCCO)c2ccccc21,2.6,-12,3,11,-0.5,1.3,90,100,2,-2
COCCCNC(=O)c1ccc2c(=O)n(Cc3ccc(OC)cc3)c(=O)[nH]c2c1,1.1,-4,16,-2,-0.4,1,102,89,-2,2
CCN1CNC(=S)N(Cc2ccccc2)C1,0.3,0,-3,-6,-0.1,1.5,105,103,-26,26
Cn1nccc1C(=O)c1ccc(Cl)cc1,0.5,2,10,1,1.5,0.98,99,92,-1,1
Cc1cc(C(=O)CN2C(=O)NC3(CCCc4sccc43)C2=O)c(C)n1-c1ccc(Cl)cc1 (stereo unspecified),5.2,-7,5,-2,-0.3,1,102,97,0,0
Cc1[nH]c2ccccc2c1CCNC(=O)CCC(=O)c1ccccc1,0.4,-2,0,-9,-0.3,1,106,102,-23,23
Cn1c(SCC(=O)NC(=O)NCc2ccco2)nnc1C(F)(F)F,0.3,-4,2,-5,-0.2,1.5,104,98,6,-6
CC(C)c1ccc(NC(=S)NCc2cccs2)cc1,1.3,-1,3,-9,-0.4,1.3,108,103,-27,27
Cc1ccn2c(CNC(C)CCn3cccn3)c(C(=O)N3CCCCCC3)nc2c1 (stereo unspecified),-0.9,-4,3,-1,0.4,.,99,102,-9,9
COc1ccc(-c2nnn(CC(=O)N(Cc3ccccc3Cl)C(C(=O)NCC3CCCO3)c3ccco3)n2)cc1OC (stereo unspecified),2.8,-5,0,1,-0.3,0.68,99,103,-4,4
CCOCCCNC(=O)C(NC(=O)c1ccc(=O)[nH]c1)c1ccccc1 (stereo unspecified),1.7,-5,-15,0,0.1,1,103,112,12,-12
CC(=O)OC1CC(C)(C)N(OC(=O)c2ccccc2)C(C)(C)C1,0.9,-9,6,-1,-0.4,1.3,99,99,-22,22
Cc1nc2ncnn2c(N2CCCC(C(=O)Nc3ccccc3Br)C2)c1C (stereo unspecified),0.1,-3,24,22,0.0,0.89,78,84,-12,12
Cc1cc(NC(=O)c2sc(Nc3ccc(F)cc3)nc2N)no1,5.8,4,22,-23,-0.2,1.6,121,87,-55,55
C=CCn1c(SC(C)C#N)nc2sc(CC)cc2c1=O (stereo unspecified),-0.2,1,-2,0,-0.3,0.79,100,102,15,-15
COCCNC(=O)CCC(=O)NNc1nc2ccccc2c2nc(-c3ccccc3)nn12,1.6,1,-4,-6,0.2,0.84,104,105,-1,1
CC(=O)N1CC[n+]2c(-c3ccc(Cl)cc3)csc21,5.0,-5,12,-3,-0.4,1.2,103,93,8,-8
CCO/C=C1\C(=O)N(CC)c2ccccc21,0.5,0,-2,2,0.2,0.94,103,105,6,-6

# (further entries)
Molecule,RAM network inh,FLuc inhib CS,STAT3 inh,STAT1 inh,Hsp70 act,NF-kB expr up,STAT1 act,STAT3 act,APP 5UTR inh,APP 5'UTR act
COc1ccc(C(=O)NNC(=O)c2ccccc2[N+](=O)[O-])cc1,3.2,34,2,-23,-0.2,1.1,120,99,.,.
COc1ccccc1Nc1nnc(SCC(=O)c2cc(C)n(CC3CCCO3)c2C)s1 (stereo unspecified),4.4,-6,7,1,-0.3,1.2,99,97,2,-2
COc1ccc(N2CCN(C(CNC(=O)C(C)(C)C)c3ccco3)CC2)cc1 (stereo unspecified),-0.5,-4,-1,5,-0.3,1,93,105,-13,13
CCCCNC(=O)Nc1ccccc1C(=O)NCc1ccco1,1.6,-3,2,-4,-0.1,1.1,103,102,12,-12
CCOc1ncccc1C(=O)Nc1ccc(Cl)c(S(=O)(=O)N2CCCC2)c1,5.1,-5,29,8,-0.3,1.1,90,79,17,-17
Cc1ccc(C(=O)N/C(=C\c2ccco2)C(=O)N2CCSCC2)cc1C,-0.8,-3,-10,-2,-0.2,1,99,109,26,-26
O=C1CC(C(=O)Nc2ccccc2C(=O)O)C(c2ccccc2)O1 (stereo unspecified),0.9,-8,8,-2,-0.1,1.2,102,95,2,-2
O=c1cc(-c2ccncc2)oc2ccccc12,1.3,1,4,-3,-0.3,1.1,103,101,-15,15
CC(C)(O)C(=O)NN(C(=O)c1ccccc1)c1ccc2ccccc2c1,0.5,-4,-5,6,-0.1,1,95,108,14,-14
Cc1ccc2nc(N/C(=N/S(=O)(=O)c3ccc(F)cc3F)c3ccccc3)sc2c1,3.2,2,4,-10,-0.3,1.2,108,100,-66,66
Cc1cc(C)c(C)c(OCCCn2ccnc2)c1,0.8,-6,7,9,-0.4,0.86,92,99,-9,9
COCCNC(=O)c1cnn2c(C(F)F)cc(-c3ccccc3)nc12,4.0,-1,10,3,0.2,0.83,98,94,-18,18
C=CCN1CCN(C(c2ccccc2OC)c2nnnn2C(C)(C)C)CC1 (stereo unspecified),1.4,-6,0,-5,-0.3,1,103,102,-7,7
COc1ccccc1Cn1c(-c2ccco2)nc2nc3ccccc3nc21,.,.,12,-17,-0.2,.,116,92,-14,14
COc1ccccc1NC(=O)COC(=O)Cc1c[nH]c2ccccc12,1.7,-2,-51,20,-0.2,1.1,82,141*,-13,13
CC(C)(C)C(=O)/C=C(N)/C=C/c1ccccc1,6.8,2,11,-20,-0.3,2.2,118,99,-35,35

# Quoted from the listing.
# CCOc1ncccc1C(=O)Nc1ccc(Cl)c(S(=O)(=O)N2CCCC2)c1 in FLuc inhib CS is entered as -5
# COc1cccc(C2=NOC(C(=O)NCC3CCCO3)C2)c1 (stereo unspecified) in NF-kB expr up is entered as 1.1

# Compound activity: PubChem BioAssay, several laboratories

# An unsorted share of the library (roughly 7.7% active in at least one column).
